Bioassay records deposited in PubChem by National Center for Advancing Translational Sciences (NCATS).
HCV inh = HCV inhibition. 340,000 tested, 3.4% active. Potency, µM (highest dose often 41.8 µM), for inactives: top-dose activity change, negative = inhibition, hits mostly inhibitors. Huh7.5.1 HCVcc-Cre infection, luciferase reporter, 44 h
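Antiviral activity was scored by luciferase reporter output from cells infected with HCVcc-Cre (~0.5 moi) in presence of compound, 44 h infection period, cells seeded 1,000/well 4 h prior.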
Sm TGR inh = S. mansoni TGR enzyme inhibition. purified TGR, DTNB reduction, TNB absorbance 405 nm. Potency, µM (series often up to 114 µM), without a hit: at the highest dose activity change, negative = inhibition, most hits filed as inhibitors. 360,000 tested, 3% active. Q962Y6; further: nearly all actives have a fitted effect of over 60% in size
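TGR 20 nM + NADPH 100 uM (dispensed conc.), cpd preinc 15 min RT; start with NADPH (500 uM addition) then DTNB (15 mM addition). Kinetic TNB absorbance, 405 nm filter. Four-parameter Hill fit across titration.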
Tb PYK inh = T. brucei pyruvate kinase inhibition. Q57TT1. TbPYK enzyme, Kinase-Glo Plus ATP luminescence, 45 min. Potency, µM (titrated, usually from 76.8 µM), without a hit: at the top dose activity, negative = inhibition, hits mostly inhibitors. 410,000 tested, 0.12% active; further: nearly all actives have a fitted effect of over 50% in size
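Readout: single end-point luminescence (Kinase-Glo Plus, 10 min). Reaction conditions were TbPYK/substrate plus 130 uM ADP, 45 min at RT, pH 7.2 TEA buffer. No-enzyme wells served as controls, and data were normalized before concentration-response fitting.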
LmPK inh = blocks Leishmania mexicana pyruvate kinase activity. Q27686. 290,000 tested, 0.37% active. Potency, µM (highest dose often 57.5 µM), without a hit: top-dose activity change, negative = inhibition, usual class: inhibitors. purified LmPK, Kinase-Glo ATP luminescence, 1 h. AID 1721
Target sequence (Q27686 whole entry, looked up): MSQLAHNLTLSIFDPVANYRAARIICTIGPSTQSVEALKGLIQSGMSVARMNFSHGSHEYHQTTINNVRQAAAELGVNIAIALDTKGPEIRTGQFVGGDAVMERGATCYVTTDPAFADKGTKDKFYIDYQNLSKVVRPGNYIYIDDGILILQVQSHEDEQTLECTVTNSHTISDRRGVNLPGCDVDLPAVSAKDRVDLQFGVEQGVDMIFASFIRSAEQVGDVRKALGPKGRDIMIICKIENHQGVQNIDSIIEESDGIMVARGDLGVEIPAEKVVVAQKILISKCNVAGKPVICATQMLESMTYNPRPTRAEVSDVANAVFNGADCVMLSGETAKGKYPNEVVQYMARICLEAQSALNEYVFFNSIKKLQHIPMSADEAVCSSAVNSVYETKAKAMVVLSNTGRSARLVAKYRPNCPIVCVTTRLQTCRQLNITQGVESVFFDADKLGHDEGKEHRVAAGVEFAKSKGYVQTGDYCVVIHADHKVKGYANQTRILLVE
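Purified LmPK (0.1 nM) converted ADP (0.1 mM) to ATP with PEP (0.5 mM) in imidazole buffer pH 7.2 with KCl and MgCl2, 1 h at room temperature. ATP was read by Kinase-Glo luminescence; data normalized to uninhibited and no-enzyme controls.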
Pf growth 96h = P. falciparum growth inhibition at 96 hours; 320,000 tested, 6.9% active; P. falciparum luciferase reporter growth, 96 h; Potency, µM (series often up to 28.7 µM), for inactives: at the top dose activity change, negative = inhibition, most hits filed as inhibitors
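Delayed-death screen, second-generation endpoint: infected erythrocytes, 2% hematocrit, 0.05% parasitemia final; 96 hours at 37 C, 5% CO2; luciferase detection reagent; luminescence decrease equals reduced growth.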
Pf growth 48h = P. falciparum growth inhibition at 48 hours (one generation); P. falciparum luciferase growth in erythrocytes, 48 h; Potency, µM (series often up to 28.7 µM), without a hit: top-dose activity change, negative = inhibition, hits mostly inhibitors; 310,000 tested, 5.9% active; AID 504832
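Erythrocytes infected with P. falciparum carrying an integrated firefly luciferase reporter (2% hematocrit, 0.1% parasitemia final) were exposed to compounds in RPMI 1640 with 0.5% Albumax at 37 C, 5% CO2. Growth inhibition was scored as reduced luminescence.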
* = called active by the depositor; [ ] = remark or other dose. The call rests on the fitted dose curve; in most records, active means well fitted curve in the direction sought with a large enough effect; inconclusive means small, poorly fitted or top-dose-only effect, or another doubt; inactive means no such curve, though single readings can be large; an effect the other way counts as inactive or inconclusive. On the % scale 0 is the no-effect control and ±100 the full control effect; potency means the concentration at half of the fitted maximal effect.

The opening 6 entries, to show the layout:
`O=C(NC(=O)c1c(F)cccc1F)O/N=C1\CCCc2occc21` gave HCV inh 25.4%, Sm TGR inh -14.6%, Tb PYK inh -4.6%, LmPK inh 1.2%, Pf growth 96h 22.2% and Pf growth 48h 2.33µM*.
For O=S(=O)(NCCc1cn2ccccc2n1)c1ccc(-c2ccccc2)cc1 the results were HCV inh inconclusive, Sm TGR inh 3.0%, Tb PYK inh 0.1%, LmPK inh -8.1%, Pf growth 96h inconclusive and Pf growth 48h -22.6%.
For O=C1NC(=O)C(CC(=O)N(Cc2cccs2)C2(C(=O)NC3CCCCC3)CCCCC2)N1 (configuration not stated) the results were HCV inh -12.6%, Sm TGR inh 7.6%, Tb PYK inh 0.9%, LmPK inh 1.2%, Pf growth 96h 48.2%[activator] and Pf growth 48h 11.5%.
Screening Cc1cccc(NC(=O)CSCC(=O)N(C)Cc2ccc(Cl)c(Cl)c2)c1 returned HCV inh -29.3%, Sm TGR inh -5.1%, Tb PYK inh 0.4%, Pf growth 96h inconclusive and Pf growth 48h inconclusive.
`c1ccc2c(-c3nn[nH]n3)cccc2c1` gave HCV inh 25.8%, Sm TGR inh 0.0%, Tb PYK inh -9.1%, LmPK inh -5.8%, Pf growth 96h 19.9% and Pf growth 48h 4.9%.
For CCOc1cc(N2CCOCC2)c(OCC)cc1NC(=O)C1=COCCO1 the results were HCV inh -7.5%, Sm TGR inh -22.9%, Tb PYK inh -7.1%, Pf growth 96h inconclusive and Pf growth 48h inconclusive.

Results, previewed entries included:
`O=C(NC(=O)c1c(F)cccc1F)O/N=C1\CCCc2occc21` gave HCV inh 25.4%, Sm TGR inh -14.6%, Tb PYK inh -4.6%, LmPK inh 1.2%, Pf growth 96h 22.2% and Pf growth 48h 2.33µM*.
For O=S(=O)(NCCc1cn2ccccc2n1)c1ccc(-c2ccccc2)cc1 the results were HCV inh inconclusive, Sm TGR inh 3.0%, Tb PYK inh 0.1%, LmPK inh -8.1%, Pf growth 96h inconclusive and Pf growth 48h -22.6%.
For O=C1NC(=O)C(CC(=O)N(Cc2cccs2)C2(C(=O)NC3CCCCC3)CCCCC2)N1 (configuration not stated) the results were HCV inh -12.6%, Sm TGR inh 7.6%, Tb PYK inh 0.9%, LmPK inh 1.2%, Pf growth 96h 48.2%[activator] and Pf growth 48h 11.5%.
Screening Cc1cccc(NC(=O)CSCC(=O)N(C)Cc2ccc(Cl)c(Cl)c2)c1 returned HCV inh -29.3%, Sm TGR inh -5.1%, Tb PYK inh 0.4%, Pf growth 96h inconclusive and Pf growth 48h inconclusive.
`c1ccc2c(-c3nn[nH]n3)cccc2c1` gave HCV inh 25.8%, Sm TGR inh 0.0%, Tb PYK inh -9.1%, LmPK inh -5.8%, Pf growth 96h 19.9% and Pf growth 48h 4.9%.
For CCOc1cc(N2CCOCC2)c(OCC)cc1NC(=O)C1=COCCO1 the results were HCV inh -7.5%, Sm TGR inh -22.9%, Tb PYK inh -7.1%, Pf growth 96h inconclusive and Pf growth 48h inconclusive.
COC(=O)NNC(=O)COc1ccc2ccccc2c1Br was read as HCV inh -2.9%, Sm TGR inh -2.3%, Tb PYK inh -7.0%, LmPK inh 0.1%, Pf growth 96h 57.2%[activator] and Pf growth 48h 12.4%.
Screening O=C(COC(=O)c1ccccc1O)Nc1cccnc1Cl returned HCV inh 33.2%[activator], Sm TGR inh -12.5%, Tb PYK inh -7.4%, LmPK inh -7.3%, Pf growth 96h -16.2% and Pf growth 48h 2.5%.
CC(=O)c1ccc(OCC(O)CN2CCN(S(=O)(=O)c3c(C)cc(C)cc3C)CC2)cc1 (configuration not stated) was read as HCV inh -12.7%, Sm TGR inh -21.6%, Tb PYK inh 8.6%, LmPK inh 4.4%, Pf growth 96h inconclusive and Pf growth 48h 6.7%[0.00184 µM].
`C/C(=N\Nc1ccc2nncn2n1)c1cccs1` gave HCV inh 18.2%, Sm TGR inh -10.2%, Tb PYK inh -11.2%, LmPK inh -14.5%, Pf growth 96h 87.4%[activator] and Pf growth 48h 71.6%[activator].
For COc1cc(/C=C2\C(=N)N3N=C(C)SC3=NC2=O)cc(OC)c1OCCOc1ccccc1C the results were HCV inh -15.0%, Sm TGR inh -4.7%, Tb PYK inh 4.0%, LmPK inh 4.0%, Pf growth 96h inconclusive and Pf growth 48h -1.7%.
For Nc1c2nc(-c3ccccc3)[nH]c(=O)c2nc(=O)n1-c1ccccc1 the results were HCV inh -29.4%, Sm TGR inh -8.0%, Tb PYK inh -0.1%, LmPK inh 0.6%, Pf growth 96h inconclusive and Pf growth 48h 83.4%[activator].
CC12CN3CC(C)(CN(C1)C3c1cccs1)C2 (configuration not stated) was read as HCV inh 17.4%, Sm TGR inh -22.7%, Tb PYK inh 6.8%, LmPK inh 3.7%, Pf growth 96h 25.5% and Pf growth 48h 8.1%.
`O=C(NNc1ccccc1)C(CCO)C(=O)NNc1ccccc1` gave HCV inh 7.4%, Sm TGR inh -5.4%, Tb PYK inh -5.6%, LmPK inh 1.7%, Pf growth 96h inconclusive and Pf growth 48h inconclusive.
Screening Cc1ccc(-n2c(CCc3nc4ccccc4[nH]3)n[nH]c2=S)cc1 returned HCV inh 0.3%, Sm TGR inh -0.7%, Tb PYK inh inconclusive, LmPK inh -1.1%, Pf growth 96h 10.6% and Pf growth 48h -5.1%.
O=C(Cc1ccc(Br)cc1)NCCCn1ccnc1 was read as HCV inh 1.5%, Sm TGR inh 43.6%[activator], Tb PYK inh 0.6%, LmPK inh -6.3%, Pf growth 96h inconclusive and Pf growth 48h 1.5%.
NP(N)(=O)NC(=O)c1ccc(F)cc1 was read as Tb PYK inh -0.9%, Pf growth 96h -6.2% and Pf growth 48h 2.4%.
`COC(=O)c1sc(-c2ccc(Cl)cc2)cc1NC(=O)/C=C/C(=O)O` gave HCV inh -13.5%, Sm TGR inh -9.1%, Tb PYK inh -5.0%, LmPK inh -0.9%, Pf growth 96h 0.3% and Pf growth 48h -15.2%.
For Oc1ccc(C(=S)N2CCCC2)cc1 the results were HCV inh 14.1%, Sm TGR inh -10.7%, Tb PYK inh -0.8%, LmPK inh 0.2%, Pf growth 96h -26.2% and Pf growth 48h 0.4%.
`CCOC(=O)N1CCC(NC(=O)C2CCN(S(=O)(=O)N3CCCC3)CC2)CC1` gave HCV inh 11.1%, Sm TGR inh 1.9%, Tb PYK inh -0.6%, LmPK inh 5.7%, Pf growth 96h 0.0% and Pf growth 48h 32.3%[activator].
For Cc1nn(C(C)C(=O)NC2C(=O)N3C(C(=O)O)=C(CSc4nnnn4C)CSC23)cc1Cl (configuration not stated) the results were HCV inh 0.1%, Sm TGR inh 2.24µM*, Tb PYK inh -7.1%, LmPK inh 1.7%, Pf growth 96h 5.5% and Pf growth 48h 30.1%.
`CC1(C)C(=O)Nc2ccccc2N1C(=O)COc1cccnc1[N+](=O)[O-]` gave HCV inh -12.1%, Sm TGR inh inconclusive, Tb PYK inh 1.4%, LmPK inh 10.8%[11.5 µM], Pf growth 96h -17.7% and Pf growth 48h -1.6%.
For O=C1CC2(CCCCC2)Oc2ccc(OCC(=O)N3CCOCC3)cc21 the results were HCV inh 23.2%, Sm TGR inh 6.7%, Tb PYK inh -5.2%, LmPK inh 3.5% and Pf growth 48h inconclusive.
`COc1cc(C(=O)N2CCN(C(=O)c3cccc4ccccc34)CC2)cc(OC)c1OC` gave HCV inh -4.1%, Sm TGR inh -5.2%, Tb PYK inh -1.1%, LmPK inh -2.2%, Pf growth 96h -13.5% and Pf growth 48h inconclusive.
Cc1cc(C)c[n+](-c2nc3ccccc3nc2[N-]S(=O)(=O)c2ccc(Br)s2)c1 was read as HCV inh 17.2%, Sm TGR inh -0.1%, Tb PYK inh -0.7%, LmPK inh -0.4%, Pf growth 96h 0.0% and Pf growth 48h -14.2%.
O=C(Cn1cccc(C(F)(F)F)c1=O)c1ccc(Cl)cc1 was read as HCV inh 7.5%, Sm TGR inh 9.8%, Tb PYK inh -4.9%, LmPK inh 3.1%, Pf growth 96h inconclusive and Pf growth 48h inconclusive.
Screening COc1cc(C2Nc3cccc4cccc(c34)N2)cc(OC)c1OC(C)=O returned HCV inh -6.7%, Sm TGR inh 8.91µM*, Tb PYK inh -14.6%, LmPK inh -0.8%, Pf growth 96h 1.1% and Pf growth 48h -1.0%.
Cc1ccc(CN2CCN(CC(=O)N/N=C/c3ccccc3F)CC2)cc1 was read as HCV inh 2.6%, Sm TGR inh 6.1%, Tb PYK inh -2.8%, LmPK inh -7.0%, Pf growth 96h 166.6%[activator] and Pf growth 48h 113.3%[activator].
For CCOc1ccc(/C=C/C(=O)C(C(N)=O)=C2SCCS2)cc1 the results were HCV inh 10.5%, Sm TGR inh 5.9%, Tb PYK inh 4.1%, LmPK inh -0.2%, Pf growth 96h inconclusive and Pf growth 48h -77.2%.
COc1ccc2nc(SC(C)C(=O)NC3CCCC3)[nH]c2c1 (configuration not stated) was read as HCV inh 8.5%, Sm TGR inh -3.2%, Tb PYK inh 5.8%, Pf growth 96h -13.3% and Pf growth 48h inconclusive.
`CC(=O)c1sc2nc(SCC(=O)NCCc3ccccc3)[nH]c(=O)c2c1C` gave HCV inh 1.1%, Sm TGR inh -8.8%, Tb PYK inh 6.4%, LmPK inh -6.7%, Pf growth 96h inconclusive and Pf growth 48h -18.6%.
For CCC(C)NC(=O)CCCCCn1c(=O)[nH]c2cc(OC)c(OC)cc2c1=O (configuration not stated) the results were HCV inh 14.2%, Sm TGR inh 12.5%, LmPK inh -1.6%, Pf growth 96h -3.4% and Pf growth 48h inconclusive.
For COc1ccc(C(=O)Nc2cccnc2)cc1S(=O)(=O)N1CCOCC1 the results were HCV inh -6.9%, Sm TGR inh 2.8%, LmPK inh -2.7%, Pf growth 96h inconclusive and Pf growth 48h -9.1%.
For Cc1cc(NC(=O)c2ccc(Cl)c([N+](=O)[O-])c2)no1 the results were HCV inh -6.7%, Sm TGR inh -13.2%, Tb PYK inh -4.5%, LmPK inh -1.7%, Pf growth 96h -2.6% and Pf growth 48h 37.8%[activator].
Screening CC(Oc1ccccc1)C(=O)NNC(=O)c1cccs1 (configuration not stated) returned HCV inh 15.0%, Tb PYK inh -3.4%, LmPK inh 0.3%, Pf growth 96h inconclusive and Pf growth 48h 36.4%[activator].
Screening CCN(CC)C(=S)Nc1ccc2nc3n(c(=O)c2c1)CCCCC3 returned HCV inh -18.1%, Sm TGR inh -0.7%, Tb PYK inh 2.2%, LmPK inh 2.8%, Pf growth 96h 14.6% and Pf growth 48h 11.6%.
Nn1c(C2COc3ccccc3O2)n[nH]c1=S (configuration not stated) was read as HCV inh 11.3%, Sm TGR inh 12.8%, Tb PYK inh -10.3%, LmPK inh 2.3%, Pf growth 96h inconclusive and Pf growth 48h inconclusive.
Screening CCC(c1nnc(SCC(=O)N2CC(=O)Nc3ccccc32)n1Cc1ccccc1)N(C)C (configuration not stated) returned HCV inh 10.7%, Sm TGR inh 0.0%, Tb PYK inh -2.1%, LmPK inh 5.0%, Pf growth 96h inconclusive and Pf growth 48h inconclusive.
`CN(C(=O)COc1ccccc1)C1CCS(=O)(=O)C1` (configuration not stated) gave HCV inh 19.8%, Tb PYK inh -17.2%, LmPK inh 3.5%, Pf growth 96h 22.3% and Pf growth 48h 20.2%.
O=C(COc1ccccc1Cl)NCc1ccccc1 was read as HCV inh -18.0%, Sm TGR inh 0.0%, Tb PYK inh -1.0%, LmPK inh -7.3%, Pf growth 96h inconclusive and Pf growth 48h 24.2%.
